GSK3A inh: blocks human GSK-3 alpha kinase; P49840; ADP-Glo luminescence, 60 min; inhibition, % at 10 µM; 0.1% of 320,000 active; AID 2650;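 in the data active = inhibition above about 50%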;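 also: GST-tagged GSK-3 alpha with peptide substrate and 25 µM ATP; 0% = DMSO neutral wells and 100% = GW8510 positive control wells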
Platelet DG rel: platelet dense granule release activity; 0.22% of 300,000 active; inhibition, %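 (compounds screened at 7.5 µM in platelet-rich plasma)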; human platelet-rich plasma, SFLLRN dense granule ATP release, luminescence;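 active = mean replicate score, as percent of positive control, at or above 50; inconclusive = mean below 50 but at least one replicate at or above 50; inactive = mean and every replicate below 50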
DYRK1A inh: inhibitors of rat Dyrk1A kinase | AID 504441 | 0.43% of 310,000 active | ADP-Glo luminescence, NFATc1 peptide | inhibition, % at 12.5 µM | Q63470; in the data active = inhibition above about 50%;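 also: plate controls were vehicle with enzyme for no effect and no enzyme for full effect; many of its hits are not listed in these tables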
AI-2 QS modul: Vibrio harveyi AI-2 quorum sensing modulation; activity change, % at 7.5 µM; Vibrio harveyi JMH597 AI-2 luminescence/OD600 ratio, 9 h; stronger effect = lower value; strain lacks LuxN and CqsS sensors; 0 = neutral-control median; 0.4% of 300,000 active; AID 2094; in the data active = activity change below about -75%, passing the limit was not always enough; inconclusive = no clear call, values can overlap the other calls;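 also: luminescence divided by OD600 gain over 9 h not by final OD600 alone; inactives centre near 13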
HSF1 activator: increases HSF-1 driven luciferase reporter signal; NIH3T3-HGL HSF-1 luciferase reporter, MG132, 8 h; 100% = twice DMSO control signal; AID 504408; activation, % at 9 µM; 1.7% of 300,000 active;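 active = mean replicate activation of at least 50% with a set share of replicates each reaching 50%; inconclusive = only one of those two conditions met; inactive = mean below 50% and too few replicates reaching it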;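 also: 0% = median of the neutral control wells and 100% = twice that signal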
HSF1 inhib: HSF1 inhibition; NIH3T3-HGL HSE-luciferase, MG132-induced, luminescence 8 h; stronger effect = lower value; activity change, negative = inhibition, % at 7.5 µM (by protocol); AID 2098; 0.77% of 300,000 active;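 active = more than half of replicate wells show activity change below -50%, luminescence cut by over half; inconclusive = some wells, but at most half, below -50%; inactive = no replicate well below -50%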;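 also: luciferase reports HSF-1 transcriptional activity via heat shock element; 0% = median of DMSO wells and -100% = zero luminescence signal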
PolyA inh: yeast polyadenylation inhibition; AID 1875; S. cerevisiae SKY197-pL101 polyadenylation reporter, beta-gal luminescence; efflux-impaired pdr1/pdr3 knockout yeast; score 100 = 6 SD above DMSO; 0.02% of 300,000 active; calls only at 12 µM;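 active = lowest replicate activity score at least 50, where 100 means six control SD above control mean; inconclusive = lowest score under 50 but half or more replicates reach 50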;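 also: yeast exposed to compound for 9 h at 30 °C; higher score means more reporter readthrough which indicates perturbed polyadenylation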
GSK3B inh: blocks human GSK3beta kinase activity; P49841; GST-GSK3beta kinase, ADP-Glo luminescence, 60 min; stronger effect = lower value; activity score (negative = inhibition), % at 10 µM; 0.038% of 300,000 active; AID 2097;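 active = more than half of replicate wells score below -50%, meaning over 50% inhibition versus plate controls; inconclusive = some replicates but at most half score below -50%; inactive = no replicate scores below -50%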;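 also: 0% = median DMSO wells and -100% = median GW8510 positive control wells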
Target sequence (P49841 whole entry, looked up): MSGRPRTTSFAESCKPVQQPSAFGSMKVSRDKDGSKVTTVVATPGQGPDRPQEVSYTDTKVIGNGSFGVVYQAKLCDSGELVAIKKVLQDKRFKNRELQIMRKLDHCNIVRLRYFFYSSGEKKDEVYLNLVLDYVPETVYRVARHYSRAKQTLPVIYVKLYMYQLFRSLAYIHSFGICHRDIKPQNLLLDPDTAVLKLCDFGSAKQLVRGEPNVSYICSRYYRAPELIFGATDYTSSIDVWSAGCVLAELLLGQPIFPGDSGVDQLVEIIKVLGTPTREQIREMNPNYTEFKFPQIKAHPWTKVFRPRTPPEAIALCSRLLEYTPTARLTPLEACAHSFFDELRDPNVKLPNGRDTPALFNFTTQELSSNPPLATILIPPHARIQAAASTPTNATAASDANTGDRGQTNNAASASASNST
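Test system: GST-tagged human GSK3beta kinase, cell-free; evaluation: activity score scaled between in-plate DMSO and GW8510 controls; measured by: ADP-Glo luminescence; incubation: 60 min reaction, RT; benchmarks: DMSO and 20 µM GW8510; reagent: peptide substrate plus 25 µM ATP (final); medium: Tris/MgCl2 kinase buffer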
HDAC3 inh: human HDAC3 inhibition; AID 2718; 0.15% of 320,000 active; O15379; inhibition, % at 8.3 µM; recombinant HDAC3, fluorogenic peptide/trypsin coupled, fluorescence; in the data active = inhibition above about 26%, passing the limit was not always enough; inconclusive = no clear call, values can overlap the other calls
Target sequence (O15379 whole entry, looked up): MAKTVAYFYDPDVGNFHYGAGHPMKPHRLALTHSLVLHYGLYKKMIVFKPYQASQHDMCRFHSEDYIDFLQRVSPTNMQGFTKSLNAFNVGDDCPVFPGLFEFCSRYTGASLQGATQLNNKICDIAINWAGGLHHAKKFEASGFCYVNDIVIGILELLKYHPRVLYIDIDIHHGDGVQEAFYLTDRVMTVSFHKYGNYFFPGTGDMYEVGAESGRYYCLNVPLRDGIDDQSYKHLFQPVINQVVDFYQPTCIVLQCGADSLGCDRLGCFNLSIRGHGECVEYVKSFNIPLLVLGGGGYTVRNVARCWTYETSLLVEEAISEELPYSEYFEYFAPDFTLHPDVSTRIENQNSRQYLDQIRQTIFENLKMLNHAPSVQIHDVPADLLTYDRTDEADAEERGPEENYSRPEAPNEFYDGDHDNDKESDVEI
HSP90 inh: HSP90 refolding inhibition in rabbit reticulocyte lysate | 0.91% of 290,000 active | AID 1789 | inhibition, % at 5.6 µM | luciferase refolding luminescence, 3 h;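 active = inhibition above the screen-wide mean plus 3 SD, computed separately per campaign, cut at about 16% in these data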;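 also: 0% = DMSO wells and 100% = 60 µM geldanamycin wells; inhibitors lower the luminescence because luciferase stays unfolded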
An asterisk follows results filed as active; i = inactive; ? = inconclusive; . = no result given; & = joins results of further samples. The list is partial; the hit share may differ from the screen's.

Compound,GSK3A inh,Platelet DG rel,DYRK1A inh,AI-2 QS modul,HSF1 activator,HSF1 inhib,PolyA inh,GSK3B inh,HDAC3 inh,HSP90 inh
CCOc1ccc(NC(=S)NC(=O)C2CCCC2)cc1,-3,1,1,6,13,0,i,2,2,-5
COc1ccccc1C(=O)NC(C)c1ccc(-n2ccnc2)cc1 (centres undefined),2,-6,.,4,5,3,i,1,2,0
O=C(NC1CCCC1)C(c1c[nH]c2ccccc12)N(C(=O)Cn1nnc(-c2ccc(Cl)cc2)n1)c1ccccc1 (centres undefined),0,-4,-11,3,11,2,i,-2,3,-1
Cc1ncc([N+](=O)[O-])n1CC(=O)Nc1cc(Cl)ccc1Cl,1,14,-1,13,20,4,i,-1,-2,-3
Cc1cc(SCC(=O)NN=C2CCN(C(C)C)CC2)c(C)cc1Br,2,-5,-4,0,-16,0,i,-4,2,-2
O=C1CCC(C(=O)Nc2cccc(Br)c2)N1 (centres undefined),1,-3,-3,9,-17,-4,i,1,-4,-2
CC(=O)Nc1ccc(NC(=O)CSc2ccc(-c3ccco3)nn2)cc1,-3,3,.,5,-5,3,i,2,0,1
O=c1[nH]cc(C(F)(F)F)cc1NS(=O)(=O)c1ccc([N+](=O)[O-])cc1,0,-4,1,50,10,8,i,-2,8,-2
O=C(NCc1ccccn1)c1nc(Cn2cc([N+](=O)[O-])cn2)no1,-1,2,0,24,5,-4,i,-2,-1,-1
CCN(CC)C(=O)CSC1=N/C(=C/c2ccco2)C(=O)N1c1ccc(OC)c(Cl)c1,-2,-4,0,16,67*,45,i,-2,3,4
Cc1nn(C2CCS(=O)(=O)C2)c(C)c1C=O (centres undefined),-3,-1,-4,12,-2,-4,i,-3,-4,2
O=C(N1CCOCC1)N1CCCN(C(=O)N2CCOCC2)CC1,-2,2,0,12,0,-5,i,2,-3,1
CCOC(=O)C1=C(COCCN)NC(C)=C(C(=O)OC)C1c1ccccc1Cl (centres undefined),2&3&-2,-3&1,-3&12&4,14&21,0&-7,4&1,i,1&2,-4&4&12,.
Cc1ccc(N2CC(C(=O)NCc3ccc4c(c3)OCO4)CC2=O)cc1C (centres undefined),-1,4,.,-10,7,3,i,0,-3,1
Cc1ccc(SCc2cc(=O)[nH]c(Nc3nc(C)c4ccccc4n3)n2)cc1,0,10,1,15,17,13,i,-3,-2,9
Cc1ccc(-c2nnn(CC(=O)N(Cc3cccs3)C(C(=O)NC3CCCCC3)c3ccco3)n2)o1 (centres undefined),1,2,.,-13,-16,0,i,2,-2,7
CC1CC(C)CN(C(=O)c2cc(-c3ccncc3)nc3ccccc23)C1 (centres undefined),-2,31,13,64,-34,-11,i,-6,4,.
CCCc1c(C(=O)N/N=C(\C)c2ccc(O)cc2)nnn1-c1nonc1N,-1,6,-3,3,4,-5,i,2,5,1
O=C(CN1CCN(S(=O)(=O)/C=C/c2ccccc2)CC1)Nc1ccc(N2CCOCC2)cc1,-2,-3,2,25,32,12,i,0,0,1
O=C(Nc1ccccc1Cl)N1CCn2c(nc3ccccc32)C1,-3,-6,4,17,11,7,i,3,7,-6
CC(C)c1ccc(S(=O)(=O)N2CCCCC2)cc1,8,-6,-5,-36,18,2,i,1,1,0
CCCCC(=O)Nc1nnc(-c2ccco2)o1,-2,23,12,20,-2,-7,i,8,1,1
O=C(COC(=O)C1=COCCO1)NCCCc1ccccc1,-1,0,5,11,11,-3,i,-3,-2,0
CC(=O)Oc1ccc(-c2cccc(C(=O)N3CCCCC3)c2)cc1,-1,4,-1,25,17,11,i,4,0,7
CCc1ccc(-n2c(SCC(=O)Nc3ccc(C(=O)O)cc3)nnc2-c2ccncc2)cc1,11,2,.,16,-5,-4,i,-5,.,-2
CCOC(=O)c1cccc(NC(=O)Nc2ccc3c(c2)C(=O)OC3)c1,-1,11,.,4,21,1,i,-4,8,0
Cc1[nH]c2ccccc2c1C(=O)CSC(=S)N(C)C,0,15,4,11,7,5,i,-2,2,-7
CCC(CC)NCc1ccc2c(c1)c1ccccc1n2CC,4,1,16,22,-17,-3,i,2,-1,2
Cc1nn(-c2ccccc2)c(C)c1/C=N/NC(=O)CSc1nc2ccccc2c(=O)n1-c1ccc(Br)cc1,-1,-2,1,30,-18,-14,i,-4,0,6
Cc1nnc(-c2cnn(-c3ccccc3)c2N)n1Cc1ccncc1,9,3,-3,17,-1,0,i,0,7,13
CCOc1ccc(NC(=O)CSc2nc(N)c(-c3ccccc3)c(=O)[nH]2)cc1,-1,-13,0,21,6,10,i,0,2,-1
COC(=O)[C@H](Cc1ccccc1)NC(=O)O[C@@H]1C(=O)c2cc(Br)ccc2O[C@H]1c1cccc(OC)c1,-1,2,.,81,37,12,i,-2,4,0
CCCOc1ccc(-c2cnc(SCC(N)=O)nc2N)cc1,-4,-8,-5,18,14,0,i,-2,-10,-5
O=c1c2oc3ccccc3c2[nH]c(=S)n1-c1ccccc1,1,-5,-1,11,-3,0,i,-1,-2,-2
COc1ccc(CNC(=O)C(NS(=O)(=O)c2cccc3nsnc23)C(C)C)cc1 (centres undefined),.,2,-1,15,-2,-2,i,-20,.,7
O=C(NNc1ccccc1[N+](=O)[O-])Nc1ccc(F)cc1F,0,-4,11,30,2,0,i,3,1,-1
CSC1=NCCN1CCOc1ccccc1,-1,3,0,31,-6,-5,i,-1,-1,3
CCOc1ncccc1C(=O)Nc1nnc(C(CC)CC)s1,-3,-6,13,6,-5,-9,i,-4,-5,4
C=CCn1c(SCc2ccc(F)cc2)nnc1-c1sc2nc(C)cc(C)c2c1N,0,-4,6,24,2,-3,i,-17,-17,-2
O=C(CSc1nnc(COc2ccccc2)o1)Nc1nccs1,.,0,10,-56,8,3,i,1,-3,-3
O=C(CN1CCN(c2cccc(Cl)c2)CC1)Nc1ccc(S(=O)(=O)N2CCOCC2)cc1,-1,-20,4,-1,6,-2,i,-1,1,5
CCCCn1c(=S)[nH]c2ncccc2c1=O,3,0,1,30,11,3,i,-2,3,-2
COc1cc(COCC(O)CN2CCCCC2C)cc(OC)c1OC (centres undefined),-1,2,-1,10,-18,-8,i,1,-3,4
Cc1ccccc1NC(=O)Cc1nnc(SCC(=O)N2CCOCC2)n1C,-1,-1,-7,22,3,-3,i,-3,0,-3
O=C(Cn1cncn1)N/N=C/c1cccc2ccccc12,1,-1,-1,29,-3,-2,i,-2,-1,3
Cc1ccc(F)cc1NC(=O)C1CCCN(c2ncccn2)C1 (centres undefined),0,-6,-6,36,14,10,i,1,-4,-1
O=C(O)c1n[nH]c2c1CCCC2,0,-1,3,15,-3,-2,i,1,4,-3
C=CCn1c(CNC(=O)c2cccs2)n[nH]c1=S,-1,-6,-1,11,-7,-6,i,-1,-1,-3
O=C(N/N=C/c1cccc(O)c1)c1csc2ccccc12,-2,-9,-6,?,7,4,i,-1,2,-3
COC(=O)c1ccccc1NC(=O)COC(=O)CSc1nnc(N)s1,1,-3,0,20,2,0,i,1,-2,-4
CCOC1(NC(=O)c2ccccc2)C(C)=CC(=O)C=C1C,-1,0,-1,10,8,0,i,1,12,-1
Cc1ccnc(N2C(=O)c3ccccc3C2Nc2cccc(C)c2C)c1 (centres undefined),-1,-41,-4,41,25,11,i,-3,3,-7
CC(C)CNC(=O)c1cc(-c2ccc(Br)cc2)on1,-3,-6,-5,14,27,7,i,-3,-3,-7
Cc1n[nH]c(C)c1S(=O)(=O)N(CC(=O)NC1CCCC1)c1ccc(C(C)C)cc1,-1,7,-6,11,5,1,i,2,0,-2
Cc1ccccc1NC(=O)Cc1nc(COC(=O)c2cc([N+](=O)[O-])ccc2N)cs1,-1,-6,.,3,1,2,i,1,5,-1
O=C(CN(CCc1ccccc1)Cc1ccccc1)Oc1ccccc1P(=O)(O)O,3,3,.,17,-13,-9,i,-1,-4,-1
CCOC(=O)/C(=C\C=C\N1CCOCC1)C(C)=O,-3,3,-4,15,50,6,i,-9,12,2
Cc1cc(C)nc(SCc2nnc(SCC(N)=O)n2Cc2ccco2)n1,-2,0,2,6,8,-5,i,1,1,-3
CCOC(=O)N1CCN(C(=O)C(=O)NNC(=O)COc2ccc(Cl)c(C)c2)CC1,-2,-14,-6,-4,0,-2,i,-2,0,3
O=C(CN1CCN(CC(=O)Nc2ccccc2Cl)CC1)Nc1ccc(F)c(F)c1,-3,-3,0,22,1,-13,i,0,5,-1
CCN(CC(=O)NCc1ccccn1)S(=O)(=O)c1ccc(Cl)cc1,-2,-4,1,33,-7,-5,i,6,5,-2

Screening data: PubChem BioAssay, several laboratories
